Compound activity (PubChem)
GLP1R ag: agonists of human GLP-1 receptor. P43220. HEK293 GLP-1R CRE-luciferase, luminescence, 4-6 h; cells express a hypersensitive GLP-1R form. Potency, µM (doses to about 45.6 µM), for the others: at the top dose activation, usual class: activators. hit rate 0.007% among 380,000; also: potency is read from the fitted curve at half-maximal effect; % of control where 0% means no effect
Target sequence (P43220 whole entry, looked up): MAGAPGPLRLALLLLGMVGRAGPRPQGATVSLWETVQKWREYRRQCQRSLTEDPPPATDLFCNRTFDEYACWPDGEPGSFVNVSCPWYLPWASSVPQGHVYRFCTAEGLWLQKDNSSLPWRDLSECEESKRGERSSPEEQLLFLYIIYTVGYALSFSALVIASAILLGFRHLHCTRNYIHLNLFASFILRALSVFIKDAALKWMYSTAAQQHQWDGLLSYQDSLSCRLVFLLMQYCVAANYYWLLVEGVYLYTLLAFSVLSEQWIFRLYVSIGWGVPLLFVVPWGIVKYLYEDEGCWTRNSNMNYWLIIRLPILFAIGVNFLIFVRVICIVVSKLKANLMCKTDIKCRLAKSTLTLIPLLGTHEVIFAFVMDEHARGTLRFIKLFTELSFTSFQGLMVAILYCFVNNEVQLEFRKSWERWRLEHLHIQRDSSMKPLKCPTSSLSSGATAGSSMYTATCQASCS
aSyn rescue: alpha-synuclein toxicity inhibition in yeast; Yeast expressing alpha-synuclein, growth rescue, BacTiter-Glo, 24 h; Potency, µM (highest dose often 46.1 µM), without a hit: top-dose growth rescue (activation), most hits filed as activators; hit rate 0.14% among 370,000; AID 652106; also: potency is read from the fitted curve at half-maximal effect; % of control where 0% means no effect; nearly all actives have a fitted effect of over 65% in size
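Galactose-induced alpha-syn yeast (OD600=0.02, raffinose-pregrown) + pinned cpd, 24 hr, 30 deg C; growth by BacTiter-Glo luminescence. Growth restoration scores as activation.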
KB-V1 MDR tox: kills drug-selected multidrug resistant KB-V1 cells | KB-V1 MDR cells viability, CellTiter-Glo, 72 h | hit rate 3.4% among 400,000 | Potency, µM (doses to about 46.1 µM), without a hit: at the top dose activity change, negative = cytotoxicity, most hits filed as cytotoxic | AID 1347076; also: potency is read from the fitted curve at half-maximal effect; % is scaled to controls: 0 for no effect and ±100 for the full control effect; nearly all actives have a fitted effect of over 60% in size
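Following 72 h at 37 degrees C with compound, KB-V1 cell viability was read by CellTiter-Glo luminescence, medium being phenol-red-free DMEM plus 10% FBS; concentration-response parameters came from normalized, curve-fitted qHTS data.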
D3 antag: blocks the human D3 dopamine receptor; P35462; hit rate 2.5% among 360,000; D3R cells, DiscoveRx beta-arrestin luminescence, antagonist mode; active compounds read low; max response, negative = inhibition, %; in the data active = max response below about -50%; inconclusive = no clear call, values can overlap the other calls; also: % is scaled to controls: 0 for no effect and ±100 for the full control effect; mostly tested at two doses, the higher about 12 µM
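Cells plated overnight at 1500 cells/well, then exposed to library compounds with dopamine controls for 90 minutes at 37 degrees C. DiscoveRx reagent added for 30–60 minutes at room temperature; luminescence read, quantitative HTS format.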
TDP-43 yeast inh: rescues yeast growth from TDP-43 toxicity; TDP-43 expressing yeast growth rescue, BacTiter-Glo, 24 h; Potency, µM (top dose mostly 46.1 µM), without a hit: at the highest dose growth rescue (activation), most hits filed as activators; hit rate 1.8% among 410,000; also: potency is read from the fitted curve at half-maximal effect; % of control where 0% means no effect; nearly all actives have a fitted effect of over 50% in size
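Readout is BacTiter-Glo luminescence of cell growth, so inhibitors register as activators. TDP-43-expressing yeast at OD600=0.02 in galactose medium, after raffinose pregrowth to mid-log, were incubated with compound for 24 hr at 30 deg C.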
HEK293 tox: cytotoxic in the GLP-1 receptor inverse agonist counter-screen. HEK293 cAMP-luciferase reporter cells, luminescence, 24 h. Potency, µM (titrated, usually from 38.3 µM), inactives show at the top dose activity change, negative = inhibition, usual class: inhibitors. hit rate 0.13% among 410,000;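 also: loss of luciferase light is scored as toxicity; potency is read from the fitted curve at half-maximal effect; % is scaled to controls: 0 for no effect and ±100 for the full control effect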
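To flag toxic compounds, the library was rerun on cells for 24 hr at 37 deg C and 5% CO2. Viability-linked luminescence was captured 12 min after adding luciferase detection reagent.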
GLP1R inv ag: inverse agonists of human GLP-1 receptor; P43220; hit rate 1.6% among 410,000; HEK293 GLP-1R CRE-luciferase, luminescence, 24 h; GLP-1R form is constitutively active; AID 624417; Potency, µM (series often up to 38.3 µM), without a hit: at the top dose activity change, negative = inhibition, usual class: inhibitors; also: potency is read from the fitted curve at half-maximal effect; % is scaled to controls: 0 for no effect and ±100 for the full control effect; nearly all actives have a fitted effect of over 55% in size
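Readout was luciferase luminescence, measured 12 min after detection reagent at room temperature. Beforehand, GLP-1R reporter HEK293 cells had sat 12 h, then received compounds for 24 hr at 37 deg C.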
PTHR1 ag: PTHR1 (human) receptor agonism. HEK293 GP2 PTHR1 cells, GloSensor cAMP luminescence, 1 h. hit rate 0.075% among 410,000. Q03431. Potency, µM (highest dose often 115 µM), for the others: at the highest dose activation, actives largely listed as activators; also: potency is read from the fitted curve at half-maximal effect; nearly all actives have a fitted effect of over 55% in size; some results filed as inactive show a strong effect at the top dose; inactives centre near -15; many of its hits are not listed in these tables
Target sequence (Q03431 whole entry, looked up): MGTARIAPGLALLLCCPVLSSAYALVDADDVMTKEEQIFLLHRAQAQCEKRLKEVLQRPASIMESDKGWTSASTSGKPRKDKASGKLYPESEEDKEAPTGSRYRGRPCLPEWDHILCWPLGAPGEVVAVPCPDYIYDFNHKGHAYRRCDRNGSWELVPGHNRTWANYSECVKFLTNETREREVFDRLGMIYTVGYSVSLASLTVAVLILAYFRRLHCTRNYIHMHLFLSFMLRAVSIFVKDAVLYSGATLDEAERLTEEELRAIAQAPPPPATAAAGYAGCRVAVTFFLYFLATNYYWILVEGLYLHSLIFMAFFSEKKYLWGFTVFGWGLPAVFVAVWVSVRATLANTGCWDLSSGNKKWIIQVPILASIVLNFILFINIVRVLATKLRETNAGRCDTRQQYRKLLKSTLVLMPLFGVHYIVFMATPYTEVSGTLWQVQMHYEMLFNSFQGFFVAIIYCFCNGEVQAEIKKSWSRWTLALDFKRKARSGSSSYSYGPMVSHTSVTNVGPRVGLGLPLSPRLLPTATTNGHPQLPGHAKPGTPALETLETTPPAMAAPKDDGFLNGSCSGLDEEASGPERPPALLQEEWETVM
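HEK-293-derived GP2 cells expressing PTHR1 and a GloSensor cAMP reporter, 3,000/well, plated overnight, given luciferin plus IBMX (each 0.5 mM as added) for 1 h at 37 °C, then compound for 1 h at 37 °C. Luminescence was read after 15 min at room temperature.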
D3 ag: D3 dopamine receptor (human) agonism; D3R DiscoveRx beta-arrestin cells, luminescence, 90 min; max activation, %; hit rate 0.58% among 410,000; in the data active = max activation above about 30%; also: 0% is about no effect; mostly tested at two doses, the higher about 12 µM
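Agonist-mode cell screen: cells plated at 1500/well and incubated overnight at 37 °C, then exposed to library compounds for 90 min at 37 °C. Detection reagent was added for 30–60 min at room temperature, and luminescence was read.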
Active calls of the source: *; i = inactive; u = inconclusive; x = not tested or not shown; [ ] = remark or other dose. Unless noted, calls follow the shape of the dose curve; as a rule, active = well fitted curve in the direction sought with a large enough effect; inconclusive = small, poorly fitted or top-dose-only effect, or another doubt; inactive = no such curve, though single readings can be large; an effect the other way counts as inactive or inconclusive. Only part of the results is shown. The share of hits here may be higher or lower than overall.

Order of values: GLP1R ag	aSyn rescue	KB-V1 MDR tox	D3 antag	TDP-43 yeast inh	HEK293 tox	GLP1R inv ag	PTHR1 ag	D3 ag
- CCOc1ccc(NC(=O)c2cn(C)c(=O)c3cc(OC)c(OC)cc23)cc1
→ x	x	u	x	26.0%	7.5%	4.5%	-43.1%[inhibitor]	3.8
- c1ccc(OCc2nnc3sc(C4COc5ccccc5O4)nn23)cc1 (stereo unspecified)
→ 6.5%	2.1%	-28.3%	4.2	-3.1%	2.2%	4.6%	i	1.5
- N#Cc1cnc(SCC(=O)N2CCCCC2)nc1N
→ -2.8%	3.3%	0.8%	14.3	0.0%	8.6%	-1.9%	-4.2%	4.7
- CC(=O)Nc1ccc(N2CCOCC2)c(C(=O)Nc2cccc(C)c2)c1
→ -0.5%	2.4%	-4.2%	-6.7	-4.8%	-23.4%	-8.9%	i	11.7
- Cc1ccc(F)cc1CNC(=O)c1cc(COc2ccc3ncccc3c2)on1
→ 13.9%	0.1%	-25.6%	-3.6	9.6%	-12.7%	u	-24.9%	4.0
- CCOC(=O)c1c(C)[nH]c(C)c1S(=O)(=O)NCC(=O)Nc1ccc(CC)cc1
→ x	x	23.9%	x	18.6%	-17.6%	-18.5%	i	1.1
- NC(=S)N/N=C1/CCSc2ccc3ccccc3c21
→ 14.0%	-9.9%	u	u	u	2µM*	2.24µM*	-45.5%[inhibitor]	-6.1
- Cc1ccc(OCC(=O)NCc2n[nH]c(=O)c3ccccc23)cc1
→ -1.6%	-8.3%	-14.5%	4.9	6.6%	11.2%	6.3%	i	5.6
- CC1CCC/C(=C\Nc2ccc(O)cc2)C1=O (stereo unspecified)
→ 17.9%	10.7%	-12.6%	u	4.5%	10.5%	29.9%	15.7%	1.0
- O=C(Nc1cccc(-n2cnnn2)c1)c1cnccc1Cl
→ 4.7%	-9.2%	2.9%	-19.7	6.2%	3.2%	10.5%	i	-1.1
- COc1ccc(CNCC(O)(c2ccc(F)cc2)c2ccc(F)cc2)cc1OC
→ -0.8%	u	-5.8%	-19.3	-20.0%	-19.5%	u	-22.9%	-20.8
- Cc1ccccc1NC(=O)C1CC(=O)N(c2ccccc2F)C1 (stereo unspecified)
→ -23.2%	-8.8%	0.0%	0.9	0.2%	1.4%	-8.3%	i	-2.8
- CSc1ncc(-c2ccc(Cl)cc2)[nH]1
→ 16.5%	-7.0%	0.3%	-13.9	0.6%	6.9%	15.4%	-13.0%	-4.1
- COc1ccccc1Nc1nnc(SCc2nnc(-c3cc(OC)c(OC)c(OC)c3)o2)s1
→ 17.6%	1.1%	u	15.6	-0.3%	-24.8%	-20.4%	i	-6.1
- CC(=O)c1cccc(N(CC(=O)NC2CCCC2)C(=O)c2csnn2)c1
→ 9.9%	0.0%	-5.7%	-6.8	-12.9%	14.6%	8.4%	i	-6.1
- CCCCOc1ccc(C(=O)Nc2ccc3c(c2)CCCN3C(=O)c2cccs2)cc1
→ x	x	u	x	6.6%[9.22 µM]	0.0%	u	-40.7%[inhibitor]	6.9
- CC1CC(C)CN(C(=O)Nc2ccc(Br)cc2)C1 (stereo unspecified)
→ -0.7%	-3.4%	-1.7%	8.6	6.1%	0.1%	u	i	-1.6
- O=C(CSc1nnc(-c2ccc(F)cc2)o1)Nc1ccc(S(=O)(=O)N2CCCCCC2)cc1
→ -2.5%	1.1%	u	-15.2	-18.3%	-2.3%	0.0%	i	-4.5
- Cc1c(N(C)S(=O)(=O)c2cc(C(=O)N3CCCC3)ccc2Cl)c(=O)n(-c2ccccc2)n1C
→ -6.5%	2.5%	x	13.7	7.6%	-4.9%	-8.5%	i	6.6
- CCC(=O)N1CCc2cc(S(=O)(=O)CCC(=O)Nc3c(C)n(C)n(-c4ccccc4)c3=O)ccc21
→ -4.9%	5.2%	21.2%	14.1	6.7%	-9.6%	13.5%	-5.0%[57.5 µM]	-2.1

Two records picked at random from those above:
Order of values: GLP1R ag	aSyn rescue	KB-V1 MDR tox	D3 antag	TDP-43 yeast inh	HEK293 tox	GLP1R inv ag	PTHR1 ag	D3 ag
- CCOc1ccc(NC(=O)c2cn(C)c(=O)c3cc(OC)c(OC)cc23)cc1
→ x	x	u	x	26.0%	7.5%	4.5%	-43.1%[inhibitor]	3.8
- CC1CCC/C(=C\Nc2ccc(O)cc2)C1=O (stereo unspecified)
→ 17.9%	10.7%	-12.6%	u	4.5%	10.5%	29.9%	15.7%	1.0

Other compounds:
Order of values: GLP1R ag	aSyn rescue	KB-V1 MDR tox	D3 antag	TDP-43 yeast inh	HEK293 tox	GLP1R inv ag	PTHR1 ag	D3 ag
- CC(C)C(=O)Nc1c(-c2ccccc2F)c(=O)c2ccccc2n1C
→ -1.8%	0.9%	2.0%	19.4	9.5%	-6.9%	11.3%	-25.9%	-3.0
- Cc1ccc(CN2CCNC(=O)C2CC(=O)NCc2csc(C(C)C)n2)cc1 (stereo unspecified)
→ 0.9%	-0.7%	-5.6%	2.2	2.6%	6.9%	1.4%	-1.2%	-9.1
- Cn1nc(C(=O)Nc2cccnc2)c2ccccc2c1=O
→ 2.8%	3.0%	0.0%	9.3	24.0%	1.2%	118.3%[activator]	i	1.5
- Cc1cc(NC(=O)C2CC(=O)N(c3ccc(F)cc3)C2)no1 (stereo unspecified)
→ 4.3%	-6.2%	u	12.8	-11.9%	-3.3%	11.6%	i	1.5
- N#Cc1nc(-c2cccs2)oc1NCc1ccccc1Cl
→ u	-4.1%	-6.7%	-5.6	-5.9%	95.9%[activator]	-8.9%	-6.5%	-0.1
- Cc1ccc(C)c(-c2cc(C(=O)Nc3cccnc3)c3ccccc3n2)c1
→ 6.4%	-2.9%	-20.7%	22.7	12.6%	6.9%	u	-16.9%	9.0
- CC(C)CC(=O)Nc1nc2ccc(S(=O)(=O)N3CCOCC3)cc2s1
→ 1.1%	-0.6%	u	9.3	0.3%	-29.0%	u	i	-6.1
- O=C(Cn1nc(C(F)(F)F)c2c1CCCC2)Nc1ccc(F)c(Cl)c1
→ -14.4%	x	u	x	13.8%	-27.3%	u	-34.7%[inhibitor]	-6.2
- COC(=O)c1cn(CCOc2ccccc2OC)c2ccccc12
→ 6.7%	14.8%	u	16.5	u	-6.1%	u	-27.2%[57.5 µM]	1.5
- COc1cccc(CNCCSc2nnnn2C)c1OCc1ccc(Cl)cc1
→ -2.2%	x	-15.5%	x	-13.2%	u	u	-47.4%[inhibitor]	-15.8
- O=C(CSc1nc2ccccc2[nH]1)N1c2ccccc2Sc2ccccc21
→ 7.6%	-9.7%	11.6µM*	-9.4	-13.8%	6.9%	u	i	-25.5
- Cn1c2ccccc2c(=O)c2c(=O)n(-c3ccccc3)c(-c3ccc(C(C)(C)C)cc3)nc21
→ -4.3%	-7.8%	-25.5%	-8.2	0.9%	0.3%	u	-38.5%[inhibitor]	-13.7
- CCSc1nnc(NC(=O)c2cc3c(s2)CCCC3)s1
→ -1.9%	3.2%	6.5%	30.6	-6.8%	-4.6%	7.7%	i	8.5
- CN(C)C(=O)[C@@H]1C[C@H]1[C@@H](NC(=O)OCc1ccccc1)c1ccccc1
→ 19.3%	3.6%	-18.9%	4.8	10.1%	u	2.1%	-19.3%	16.2
- O=C(NCCc1ccccc1)C1CCN(Cc2cc3ccccc3n2Cc2cccc(Cl)c2)CC1
→ x	x	-24.6%	x	0.0%	1.6%	u	i	-12.2
- COc1cc(NC(=O)CCc2nnc3ccc(N4CCCCC4)nn23)cc(OC)c1OC
→ 2.9%	9.8%	1.7%	17.7	-6.5%	1.0%	51.6%[activator]	2.2%	-7.3
- Cc1ccc(S(=O)(=O)NC(=O)c2cccc(N(C)C)c2)cc1
→ -4.9%	-0.2%[1.84 µM]	-23.2%	5.3	14.1%	-3.8%	13.4%	-9.1%	2.6
- CC(C)(C)C(Cn1ccnc1)NC(=O)c1ccc2nc(C3CC3)oc2c1 (stereo unspecified)
→ 11.3%	5.8%	-0.5%	-3.2	-13.1%	5.4%	-3.7%	i	-0.4
- COCCNC(=S)NNC(=O)c1ccco1
→ -11.8%	-3.1%	7.6%	-8.6	-16.8%	-13.9%	-4.7%	i	-13.8
- Cc1c(Cl)cccc1NC(=O)CS(=O)(=O)c1ccccc1
→ 3.6%	-2.0%	u	-5.2	0.0%	-0.7%	18.0%	i	-3.2

Structures shown so far that contain a thiophene ring, fused or not:
Order of values: GLP1R ag	aSyn rescue	KB-V1 MDR tox	D3 antag	TDP-43 yeast inh	HEK293 tox	GLP1R inv ag	PTHR1 ag	D3 ag
- CCCCOc1ccc(C(=O)Nc2ccc3c(c2)CCCN3C(=O)c2cccs2)cc1
→ x	x	u	x	6.6%[9.22 µM]	0.0%	u	-40.7%[inhibitor]	6.9
- N#Cc1nc(-c2cccs2)oc1NCc1ccccc1Cl
→ u	-4.1%	-6.7%	-5.6	-5.9%	95.9%[activator]	-8.9%	-6.5%	-0.1
- CCSc1nnc(NC(=O)c2cc3c(s2)CCCC3)s1
→ -1.9%	3.2%	6.5%	30.6	-6.8%	-4.6%	7.7%	i	8.5

Following part
Order of values: GLP1R ag	aSyn rescue	KB-V1 MDR tox	D3 antag	TDP-43 yeast inh	HEK293 tox	GLP1R inv ag	PTHR1 ag	D3 ag
- CCN1CCN(C(=O)CN(c2ccccc2C)S(C)(=O)=O)CC1
→ 7.5%	-5.1%	6.7%	2.4	-14.6%	1.6%	7.1%	i	-8.6
- COC(=O)c1ccccc1NC(=O)c1ccc2nccnc2c1
→ 11.9%	-1.2%	-23.8%	9.0	13.7%	1.2%	51.1%[activator]	-3.3%	4.9
- CCOc1ccc(C(=O)Nc2ccc3c(c2)CCCN3S(=O)(=O)c2ccc(C)cc2)cc1
→ x	x	-1.2%	x	0.0%[9.22 µM]	5.6%	u	-33.1%	-0.8
- Cc1ccc(COC(=O)c2cc(S(=O)(=O)N3CCOCC3)ccc2C)cc1
→ 25.1%	-7.4%	7.9%	11.3	u	6.9%	u	-21.7%	6.6
